Bioassay records: PubChem BioAssay, Emory University Molecular Libraries Screening Center
EP2 antag – blocks the human prostaglandin E2 receptor EP2; C6 glioma cells expressing human EP2, cAMP TR-FRET; cells stimulated with saturating PGE2; inhibition, % at 25 µM; 260,000 tested, 0.52% active; AID 1422;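 active means percent inhibition above 40 after rounding to a whole number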;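 further: rat C6 glioma host cells with rolipram phosphodiesterase inhibitor present; the protocol text gives 20 µM as final concentration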
Target sequence (P43116 whole entry, looked up): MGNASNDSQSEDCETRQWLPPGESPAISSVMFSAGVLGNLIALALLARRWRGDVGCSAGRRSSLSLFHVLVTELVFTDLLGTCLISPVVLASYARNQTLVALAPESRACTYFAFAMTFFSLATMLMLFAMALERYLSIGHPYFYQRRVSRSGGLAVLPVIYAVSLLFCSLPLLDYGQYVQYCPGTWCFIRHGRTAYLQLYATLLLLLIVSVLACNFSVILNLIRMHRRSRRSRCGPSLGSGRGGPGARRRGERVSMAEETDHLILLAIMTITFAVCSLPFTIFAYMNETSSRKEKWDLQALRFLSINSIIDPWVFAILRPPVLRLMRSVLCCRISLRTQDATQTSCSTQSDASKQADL
EP2 mod – EP2 receptor (human) modulation; P43116; EP2-expressing cells, cAMP HTRF FRET, PGE2 co-stimulation; induction, % at 25 µM; 260,000 tested, 0.83% active; AID 940;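 active means compounds whose cAMP rise, as percent of the full-agonist control response, exceeds 60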;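 further: rat C6 glioma line stably carrying human EP2 under a CMV promoter; the protocol text gives 20 µM as final concentration; 100% = response of wells given 1 µM PGE2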
The depositor's hits bear a star. A portion of the library (hit frequency here may not be typical).

Structure	EP2 antag	EP2 mod
CCCOC(=O)c1ccc(OCC(O)Cn2c[n+](C)c3ccccc32)cc1 (centres undefined)	5	-14
COc1ccccc1NC(=O)CSc1nnc(-c2cccnc2)n1-c1cc(C)ccc1C	10	-46
CC(=O)Nc1cccc(NC(=O)CSc2nnc3c(C)cc4cc(C)ccc4n23)c1	14	-134
CC1CCN(c2nc3c(c(=O)[nH]2)CCN(Cc2ccc(C(C)C)cc2)C3)CC1	5	-13
CCOc1ccccc1NC(=O)c1sc2nc(C)cc(C)c2c1N	9	-27
COc1cccc(NC(=O)C2CCN(S(=O)(=O)c3ccc(OC)c(OC)c3)CC2)c1	20	-77
COc1cc2c(cc1CN(Cc1ccc3c(c1)OCO3)CC(C)O)CCC2 (centres undefined)	9	-6
Cc1nc(NC(=O)c2sc3nc4c(C)cccc4cc3c2N)sc1C	20	-89
C=CCSc1nc2c(N)ncnc2n1[C@H]1O[C@H](CO)[C@@H](O)[C@@H]1O	8	4
Cc1ccc2cc(CN(Cc3cccnc3)C(=S)NCCc3ccccc3)c(=O)[nH]c2c1	13	-52
Cc1ccc(C(C(=O)NC2CCCCC2)N(Cc2ccccc2)C(=O)c2csnn2)o1 (centres undefined)	12	12
COc1cc(C2C3=C(CCCC3=O)N(C)C3=C2C(=O)CCC3)ccc1OCc1ccccc1	9	23
CCN1CCN(C(=O)NC(C(=O)NC2C(=O)N3C(C(=O)O)=C(CSc4nnnn4C)CSC23)c2ccc(O)cc2)C(=O)C1=O (centres undefined)	11	12
Cc1nn(C)c(C)c1CN(C)C(=O)CSc1nc(-c2cccs2)cc(C(F)(F)F)n1	13	-29
CCN(CC)Cc1ccc(C(=O)N2CCC(c3ccncc3)CC2)o1	6	-8

Continuation.
Structure	EP2 antag	EP2 mod
CCSc1nc2c(c(=O)n(C)c(=O)n2C)n1CC	2	16
Cc1cc2c(cc3c(=O)n(CC(=O)NC4CC4)nc(C)n32)o1	6	-29
O=C(CN1C(=O)C2CCCN2S(=O)(=O)c2ccccc21)N1CCOCC1 (centres undefined)	4	-6
COc1ccc2c(c1)-c1nc(NC(=O)c3cc(OC)c(OC)c(OC)c3)sc1CC2	20	-61
CCc1ccc2[nH]c(=O)c(CN(Cc3cccs3)C(=S)Nc3cccc(C)c3)cc2c1	14	-52
Cc1nn(C)cc1S(=O)(=O)N1CC(CN2CCOCC2)c2ccccc21 (centres undefined)	5	-49
COc1ccc(CN(Cc2cnn(C)c2C)CC2CCCO2)cc1OC (centres undefined)	5	-14
CCOc1ccccc1NC(=O)C1CCN(C(=O)Nc2ccc(C)cc2)CC1	8	20
COC(=O)C(C)n1cnc2sc(C)c(-c3ccc(C)c(C)c3)c2c1=O (centres undefined)	3	1
COc1ccc(-c2coc3cc(OC(C)=O)cc(OC(C)=O)c3c2=O)cc1	7	13
CCOc1cc(C2/C(=C(/O)c3ccccc3)C(=O)C(=O)N2CC(=O)OC)ccc1O (centres undefined)	12	-6
C#CCN(C#N)c1nc(NCC)nc(NCC)n1	6	1
Nc1cc(-c2ccco2)nn(CC(=O)NCc2ccco2)c1=O	7	-20
O=C(/C=C/c1ccccc1)O[C@H]1C[C@@H](O)[C@]2(O)C=CO[C@@H](O[C@@H]3O[C@H](CO)[C@@H](O)[C@H](O)[C@H]3O)[C@H]12	12	20
CCOc1cccc(C2C(C(=O)c3ccc(C)o3)=C(O)C(=O)N2c2nnc(C)s2)c1 (centres undefined)	24	-19

Remaining list, next part.
Structure	EP2 antag	EP2 mod
CCN(CC)C(=O)Cn1nc2c(C)cc3cc(C)ccc3n2c1=O	6	-14
CC(=O)NN1C(=O)/C(=C2/Oc3ccc(-c4ccccc4)cc3N2C)SC1=S	7	-2
Cc1cc(OC(=O)N2CCOCC2)ccc1C(C)C	9	-8
CCC(c1nnnn1C1CCCC1)N(CCN1CCOCC1)Cc1cc2cc(C)ccc2[nH]c1=O (centres undefined)	5	-2
CC(C)C(=O)NCCn1cc(C(=O)NC2CCCC2)nn1	12	-2
O=C(/C=C/c1ccc(Br)o1)c1ccc(Cl)cc1	12	42
CN1CCN(C(=O)CN(c2cccc(Cl)c2Cl)S(C)(=O)=O)CC1	12	-9
CCc1ccc2nc(SCC(=O)Nc3nccs3)c(C#N)cc2c1	17	23
CCCc1nnc(NC(=O)CCCOc2ccccc2C)s1	15	39
CCn1ncc(CN(Cc2ccc(F)cc2)C2CC(C)(C)NC(C)(C)C2)c1C	1	-44
CCCc1n(CC(O)COc2cc(C)ccc2Cl)c2ccccc2[n+]1C (centres undefined)	10	-1
COc1cc(CN(CCN(C)C)Cc2ccncc2)cc(OC)c1	6	-20
CCn1c(=O)c2c(nc(SCC(=O)N3CCCC3)n2C)n(C)c1=O	8	-5
Cc1ccnc(N2CCCC(C(=O)NCc3ccc(Cl)cc3)C2)n1 (centres undefined)	7	-2
O=S(=O)(NCCN1CCOCC1)c1ccccc1Cl	24	-1

Next part.
Structure	EP2 antag	EP2 mod
COc1ccc(C2C3=C(CCCC3=O)N(CC(=O)O)C3=C2C(=O)CCC3)cc1Br	10	-1
CCOC(=O)C1=C(C)NC(=O)N[C@@H]1c1coc2cc(C)cc(C)c2c1=O	53*	8
Cc1[nH]c(=O)[nH]c(=O)c1NC(=O)CSc1nc(C(C)C)nc2sc(C)c(C)c12	8	23
Cc1ccc(NC(=O)c2sc3cc(C)ccc3c2Cl)c(C)c1	7	17
COC(=O)c1c(NC(=O)c2ccco2)sc(C(=O)Nc2cccc(C)c2)c1C	4	5
CN1C(=O)/C(=c2\s/c(=C3\Sc4ccccc4N3C)c(=O)n2Cc2ccccc2)SC1=S	6	21
Cc1cc(Cl)ccc1OCC(=O)Nc1nnc(C(C)C)s1	12	-5
COC(=O)c1ccc(C(=O)Nc2cc(C)c3nc(NC(C)=O)sc3c2)cc1	8	-6
CCn1cc(CN(CCN(C)C)Cc2cccs2)c(C)n1	5	-1
Cc1ccc2[nH]c(=O)c(CN(Cc3ccco3)C(=S)Nc3cccc(Cl)c3)cc2c1	2	-26
COc1ccc(-c2nnn(CC(=O)NCc3ccc(C)cc3)n2)cc1OC	8	3
Cc1nonc1C(=O)NCC(=O)O	11	-2
C=C(C)CN1CCN(Cc2cnn(Cc3ccccc3)c2C)CC1	4	-26
Cc1nc2cc(N3CCC(C)CC3)c(NC(=O)C3CC3)cc2c(=O)n1Cc1ccccc1	12	34
Cc1sc(NC(=O)Cn2c(=O)sc3ccccc32)c(C#N)c1C	8	7

In the list so far, 3 have a COOH group.
Structure	EP2 antag	EP2 mod
CCN1CCN(C(=O)NC(C(=O)NC2C(=O)N3C(C(=O)O)=C(CSc4nnnn4C)CSC23)c2ccc(O)cc2)C(=O)C1=O (centres undefined)	11	12
COc1ccc(C2C3=C(CCCC3=O)N(CC(=O)O)C3=C2C(=O)CCC3)cc1Br	10	-1
Cc1nonc1C(=O)NCC(=O)O	11	-2

New compounds follow:
Structure	EP2 antag	EP2 mod
CCN(CC)S(=O)(=O)c1ccc(C(=O)N2CCN(c3ccc(OC)cc3)CC2)cc1	12	29
CCC(Sc1nnc2c3ccccc3n(CC)c2n1)C(=O)Nc1nnc(C(C)C)s1 (centres undefined)	8	29
CCOC(=O)Cn1nnnc1CN(Cc1ccc(C)cc1)Cc1cc2cccc(C)c2[nH]c1=O	1	23
Cn1c(=O)c2c(nc(SCc3cc(=O)[nH]c4ccccc34)n2Cc2ccc(F)cc2)n(C)c1=O	14	-21
Cn1c(SCc2nnc(-c3ccccc3)o2)nnc1-c1cccs1	9	-18
Cc1cccc(NC(=S)N(CCCO)Cc2cc3cc(C)cc(C)c3[nH]c2=O)c1	11	-66
CCOCCCNC(=O)Cn1nc(-c2ccco2)cc(N)c1=O	1	8
CC(=O)OC1CCC2(C)C3CC(=O)C4(C)C(CC5OC6(CCC(C)CO6)[C@@H](C)C54)C3CC[C@H]2C1 (some centres undefined)	12	33
COC(=O)c1c(NC(=O)c2cccnc2)sc2c1CCC(C)C2 (centres undefined)	2	42
CC(Sc1nnc(-c2ccc(F)cc2)o1)C(=O)Nc1ccc(Br)cc1 (centres undefined)	9	-45
CCOC(=O)C1=C[C@@H](OC(CC)CC)[C@H](NC(C)=O)[C@@H](N)C1	12	17
COc1ccccc1NC(=S)N1CCC(NC(=O)c2cccc(F)c2)CC1	8	-21
CCN(CC)C(=O)c1sc(NC(=O)COc2ccc(Cl)cc2Cl)c(C#N)c1C	5	-6
O=C(CN1CCC(c2nc3ccc(Cl)cc3[nH]2)CC1)Nc1ccccc1F	10	-73
C=CCOc1c(Cl)cc(C2C(C#N)=C(N)OC3=C2C(=O)CCC3)cc1OCC (centres undefined)	10	0

Brought forward from above: two compounds, then new ones.
Structure	EP2 antag	EP2 mod
O=C(CN1CCC(c2nc3ccc(Cl)cc3[nH]2)CC1)Nc1ccccc1F	10	-73
C=CCOc1c(Cl)cc(C2C(C#N)=C(N)OC3=C2C(=O)CCC3)cc1OCC (centres undefined)	10	0
Cn1cc(CC(=O)O)c2ccccc2c1=O	10	-45
Cn1c(=O)oc2cc(S(=O)(=O)NC3CCN(Cc4ccccc4)C3)ccc21 (centres undefined)	4	-46
C=CCNC(=O)CSc1nnc(-c2ccccn2)n1-c1ccc(C)c(C)c1	11	12
COc1ccc(S(=O)(=O)N(CC(=O)NCc2ccccn2)C2CCCCC2)cc1OC	11	-15
COc1ccc(Oc2coc3cc(OCC(=O)Nc4ccccc4)ccc3c2=O)cc1	10	-8
C=CCNC(=O)c1cc2c(=O)n3cc(C)ccc3nc2n(CCCOC)c1=N	13	-31
COc1ccccc1-n1c(SCC(=O)N2C(C)CCCC2C)nnc1-c1cccnc1 (centres undefined)	3	-66
O=C(C1CC(c2ccc(Cl)cc2)=NO1)N1CCOCC1 (centres undefined)	8	-17
Cc1ncc(CNc2ccc(N3CCN(CCO)CC3)c(Cl)c2)cn1	5	-10
Cc1ccc(NC(=S)N(CCCN(C)C)Cc2cc3ccc(C)c(C)c3[nH]c2=O)cc1	6	-58
COC(=O)c1ccc(S(=O)(=O)N2CCC(C)CC2)cc1	9	-21
CCC(c1nnnn1Cc1ccco1)N(Cc1cccs1)Cc1cc2ccc(C)c(C)c2[nH]c1=O (centres undefined)	14	22
COc1c2ccoc2cc2oc(=O)ccc12	10	2
O=C(Nc1nnc(C(F)(F)F)s1)c1ccccc1F	8	-74
CCC(C)Oc1ccc(/C=C/c2nc(O)c([N+](=O)[O-])c(=O)[nH]2)cc1OC (centres undefined)	9	-60

More compounds.
Structure	EP2 antag	EP2 mod
c1cc(CSSCc2ccncc2)ccn1	17	7
CCc1ncc(CN(Cc2cc(OC)ccc2OC)CC2CCCO2)cn1 (centres undefined)	4	16
Cc1cc(C)n(CCNS(=O)(=O)c2ccc3c(c2)NC(=O)C(C)O3)n1 (centres undefined)	9	-35
Cc1noc(NS(=O)(=O)c2ccc(NC(=O)COc3ccccc3Cl)cc2)c1C	12	-16
CC(C)(C)C1=NN(CC(=O)NCc2ccncc2)C(=O)c2cc3sccc3n2C1	6	-25
CC1CCc2cc(F)ccc2N1S(=O)(=O)c1ccc(S(=O)(=O)NC2CC2)cc1 (centres undefined)	11	-34
O=C(NCc1ccc(F)cc1)C(c1cccs1)N(C(=O)c1csnn1)C1CCCC1 (centres undefined)	8	3
Cc1ccc2cc(CN(Cc3ccc4c(c3)OCO4)S(=O)(=O)c3ccccc3)c(=O)[nH]c2c1C	18	40
COCCn1nnnc1C(c1ccc(OC)cc1OC)N1CCC(C(N)=O)CC1 (centres undefined)	6	2
O=c1c2c3c(sc2nc(NCCO)n1-c1ccccc1)CCCC3	16	-34
COc1ccc(C(=O)Nc2nc3c(s2)CCc2c-3cnn2C)cc1OC	11	-76
C[C@@H](Cn1nnc2ccccc21)NC(=O)c1n[nH]c(=O)c2ccccc12	6	-32
Cc1ccc2cc(CN(Cc3ccccc3)S(=O)(=O)c3ccccc3Br)c(=O)[nH]c2c1	14	17
Cc1cccc(C)c1NC(=O)CSc1nnc2c3c4c(sc3nc(C3CC3)n12)CCCC4	10	-22
CCc1ccccc1N(CC(=O)NCc1ccccn1)S(C)(=O)=O	12	3

The list goes on:
Structure	EP2 antag	EP2 mod
COc1cc(NC(=O)C2CCN(S(=O)(=O)c3ccc(C)cc3)CC2)cc(OC)c1	7	-121
O=C(O)C[C@H](Sc1ccccc1)c1ccccc1	8	-6
Cc1ccc(-c2n[nH]c(CCNC(=O)CCc3n[nH]c(=O)c4ccccc34)n2)cc1	7	-17
O=C(O)NCC1CCCCC1 (tested in a mixture with another compound)	12	2
CCOc1ccc(C(=O)N2CCC(c3nc4ccc(Cl)cc4[nH]3)CC2)cc1	11	-102
Nc1ccc(NC(=O)CCN2CCOCC2)cc1	12	-2
Cc1cnc(C(=O)Nc2nnc(CC(=O)N3CCOCC3)s2)cn1	11	29
Cc1ccc(C(c2nnnn2C(C)C)N2CCN(C(=O)c3ccco3)CC2)cc1 (centres undefined)	10	14
CCCn1c(SCC(=O)Nc2ccc(F)cc2)nnc1-c1ccoc1C	13	6
COc1ccc(C(c2nnnn2C(C)(C)C)N2CCN(c3ccccc3)CC2)cc1OC (centres undefined)	6	-47
COc1ccc(-n2c(SCC(=O)N3CCCCC3C)nnc2-c2ccccc2)cc1 (centres undefined)	7	28
CCOc1cccc(/C(O)=C2/C(=O)C(=O)N(Cc3ccncc3)C2c2ccc(C)o2)c1 (centres undefined)	12	20
